# Screening results as filed in PubChem.
# 12-LOX inh = ALOX12 (human) lipoxygenase inhibition; 580,000 compounds, 1.1% hits; AID 1671190; purified 12hLO, xylenol orange hydroperoxide absorbance; P18054; Potency, µM (titrated, usually from 108 µM), without a hit: top-dose activity change, negative = inhibition, actives largely listed as inhibitors; also: potency is read from the fitted curve at half-maximal effect; % is scaled to controls: 0 for no effect and ±100 for the full control effect
#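 Purified human 12hLO (150 nM final) in 25 mM Hepes, 0.01% Triton X-100, pH 7.0 was preincubated 15 min at room temperature with compound. Then 40 uM arachidonic acid was added, 30 min. Hydroperoxide was read by Fe-XO absorbance ratio 573/405 nm.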
# POLB inh = blocks human DNA polymerase beta activity; P06746; AID 485314; 340,000 compounds, 1.3% hits; Potency, µM (doses to about 114 µM), without a hit: at the top dose activity change, negative = inhibition, actives largely listed as inhibitors; Pol beta primer extension/strand displacement, fluorescence kinetic; also: potency is read from the fitted curve at half-maximal effect; % is scaled to controls: 0 for no effect and ±100 for the full control effect
#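 Human Pol beta at 10 nM; strand-displacement substrate 50 nM final. Compound exposure 15 min at room temperature before start, reaction 10 min at room temperature.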
# TRHR agonist = TRH receptor (human) agonism | activation, % at 2 µM | 360,000 compounds, 0.18% hits | P34981 | TRHR cells, calcium flux fluo-8, FDSS agonist mode; in the data active = activation above about 30%; also: 0% is about no effect
#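 TRHR-expressing cells, plated overnight in medium with 10% serum, were loaded with fluo-8 calcium dye at room temperature. After a 10 s baseline, library compound was pin-added and calcium release was recorded kinetically (ex 480/em 530) as agonist response.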
# APE1 inh = blocks human APE1 abasic DNA cleavage. P27695. recombinant APE1, TAMRA/BHQ-2 abasic DNA cleavage fluorescence. Potency, µM (highest dose often 65.8 µM), inactives show top-dose activity change, negative = inhibition, actives largely listed as inhibitors. 350,000 compounds, 0.35% hits. AID 2517;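 also: potency is read from the fitted curve at half-maximal effect; plate controls were vehicle for no effect and reference inhibitor for full effect; nearly all actives have a fitted effect of over 55% in size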
#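 Quantitative HTS: incision of a TAMRA/BHQ-2 double-stranded substrate bearing a tetrahydrofuran abasic site by 0.75 nM APE1 raises fluorescence. Substrate 50 nM final, added after 15 min compound preincubation at room temperature; progress as third-minus-first kinetic read difference.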
# Pol iota inh = blocks human DNA polymerase iota activity | 390,000 compounds, 1% hits | Potency, µM (highest dose often 115 µM), without a hit: top-dose activity, negative = inhibition, actives largely listed as inhibitors | Pol iota fluorescent replication assay, 10 min | Q9UNA4; also: potency is read from the fitted curve at half-maximal effect
# Target sequence (Q9UNA4 whole entry, looked up): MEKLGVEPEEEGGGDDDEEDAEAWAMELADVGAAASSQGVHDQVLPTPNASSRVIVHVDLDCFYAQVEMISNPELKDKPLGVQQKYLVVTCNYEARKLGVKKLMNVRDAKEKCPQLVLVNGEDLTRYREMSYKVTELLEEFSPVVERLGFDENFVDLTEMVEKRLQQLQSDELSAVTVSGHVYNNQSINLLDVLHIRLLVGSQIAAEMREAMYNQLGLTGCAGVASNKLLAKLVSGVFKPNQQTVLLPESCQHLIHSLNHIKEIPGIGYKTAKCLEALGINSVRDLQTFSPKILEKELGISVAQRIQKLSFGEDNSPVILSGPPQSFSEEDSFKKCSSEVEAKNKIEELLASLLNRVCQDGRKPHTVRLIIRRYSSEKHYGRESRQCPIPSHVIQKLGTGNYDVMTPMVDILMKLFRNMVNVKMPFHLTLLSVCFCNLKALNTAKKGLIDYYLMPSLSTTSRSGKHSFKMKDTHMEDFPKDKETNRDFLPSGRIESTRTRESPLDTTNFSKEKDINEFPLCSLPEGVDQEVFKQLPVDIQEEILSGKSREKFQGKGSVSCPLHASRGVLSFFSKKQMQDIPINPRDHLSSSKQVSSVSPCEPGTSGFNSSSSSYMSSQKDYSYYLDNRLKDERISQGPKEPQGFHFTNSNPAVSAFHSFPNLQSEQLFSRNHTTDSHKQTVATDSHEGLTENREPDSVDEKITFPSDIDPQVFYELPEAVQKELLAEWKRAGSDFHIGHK
#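 Fluorescent replication assay read twice, at 0 min and 10 min after adding 50 nM (final) substrate. Enzyme (10 nM) and compounds were first incubated 15 min at room temperature; enzyme-free buffer wells were negative controls.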
# ERG-DNA inh = blocks human ERG Ets domain binding to DNA. 370,000 compounds, 0.028% hits. AID 624246. fluorescence polarization, His-ERG Ets domain / labelled DNA. Potency, µM (series often up to 76.9 µM), inactives show top-dose FP activity, negative = inhibition, hits mostly inhibitors. P11308; active = well fitted inhibition curve with a large enough effect in the polarisation, with a control signal flat; inconclusive = small, poorly fitted or top-dose-only effect, or effect the other way, or a change in a side signal; inactive = no such curve, though single readings can be large or run the other way; the % refers to the polarisation;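 also: polarization taken with two DNA probes labelled with fluorescein and Texas red; potency is read from the fitted curve at half-maximal effect; % of control where 0% means no effect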
#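 His-tagged ERG Ets domain (1 uM in the protein solution; 300mM KCl, 50mM Tris-HCl, 1mM EDTA, 1mM DTT, pH 7.5) received compound, then a probe mix of 5 nM fluorescein-DNA and 100nM Texas-615-DNA. Fluorescence polarization was read for both dyes.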
# Apoferritin bind = candidate novel general anesthetic via apoferritin binding; P02791; apoferritin/1-aminoanthracene competitive binding, fluorescence; Potency, µM (highest dose often 77.5 µM), for inactives: top-dose activity change, negative = displacement, most hits filed as inhibitors; 350,000 compounds, 0.074% hits; AID 485281; also: potency is read from the fitted curve at half-maximal effect; % is scaled to controls: 0 for no effect and ±100 for the full control effect; nearly all actives have a fitted effect of over 20% in size
# Target sequence (P02791 2-175 limits assumed): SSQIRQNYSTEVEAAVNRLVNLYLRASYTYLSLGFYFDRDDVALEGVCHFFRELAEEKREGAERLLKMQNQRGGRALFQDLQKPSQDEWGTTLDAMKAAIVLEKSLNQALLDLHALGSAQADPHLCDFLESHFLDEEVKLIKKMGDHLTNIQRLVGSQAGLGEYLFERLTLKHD
#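 In PBS, apoferritin at 10 uM is loaded with 1-AMA from a 50% saturated solution. After 10 min of compound exposure at ambient temperature, reduced 535 nm fluorescence indicates probe displacement.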
# Pol kappa inh = inhibitors of human DNA polymerase kappa; Q9UBT6; purified Pol kappa, fluorescent DNA synthesis assay, 10 min; Potency, µM (doses to about 107 µM), for the others: at the highest dose activity, negative = inhibition, usual class: inhibitors; 400,000 compounds, 0.53% hits; also: potency is read from the fitted curve at half-maximal effect; % is scaled to controls: 0 for no effect and ±100 for the full control effect
#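 Kinetic fluorescence readout at 0 and 10 min followed reaction start with substrate at 50 nM final. Beforehand, enzyme (10 nM Pol kappa) stood 15 min with compound at room temperature; buffer-only wells were negative controls.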
# BLM inh = blocks DNA unwinding by human BLM helicase | P54132 | recombinant BLM DNA unwinding, fluorescence dequenching | Potency, µM (doses to about 56.1 µM), inactives show at the top dose activity change, negative = inhibition, most hits filed as inhibitors | 350,000 compounds, 0.2% hits | AID 2528;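 also: potency is read from the fitted curve at half-maximal effect; plate controls were vehicle for no effect and no enzyme for full effect; nearly all actives have a fitted effect of over 35% in size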
# Active calls of the source: *; u = inconclusive; x = not tested or not shown; & = joins results of further samples; [ ] = dose if it differs, or a comment. Unless noted, calls follow the shape of the dose curve; as a rule, active = well fitted curve in the direction sought with a large enough effect; inconclusive = small, poorly fitted or top-dose-only effect, or another doubt; inactive = no such curve, though single readings can be large; an effect the other way counts as inactive or inconclusive.
1	O=C1C(C=Nc2ccc(F)cc2)=C(O)c2ccccc21
2	O=C(COc1ccccc1Cl)NC(=S)N1CCc2ccccc21
3	Cc1ccccc1N1OC2C(=O)N(c3ccc(F)cc3)C(=O)C2C1c1ccccn1 (stereo not given)
4	CCN(CC)CCCn1c2c(c(SCC(=O)Nc3nccs3)nc1=O)CCC2
5	O=C(c1ccc(Cl)cc1)[C@@H]1[C@@H]2C(=O)N(c3ccc(Cl)cc3)C(=O)[C@@H]2C2c3ccccc3C=NN21 (stereo not given in full)
6	CC1CC2=C(CC1/C=N/NC(N)=S)C(C)(C)CCC2 (stereo not given)
7	COc1ccc(C(=O)N(Cc2cc(OC)c(OC)c(OC)c2)CC2CCCO2)cc1 (stereo not given)
8	CC(=O)Oc1ccc(C(=O)Nc2cccc(C(=O)NC(C)(C)C)c2)cc1

Assay by compound	1	2	3	4	5	6	7	8
12-LOX inh	-20%	-8%	22%	u	2%	u	-2%	-2%
POLB inh	-11%	29%	-10%	x	13%	13%	49%	-14%
TRHR agonist	-0.3	-0.2	0.6	0.4	4.9	-0.2	0.5	-0.3
APE1 inh	10%	-2%	17%	-7%	-2%	12%	x	1%
Pol iota inh	94%[activator]	51%[activator]	21%	28%	26%	16%	2%	56%[activator]
ERG-DNA inh	13%	x	-20%	-7%	12%	x	-1%	0%
Apoferritin bind	-9%	u	2%	x	0%	-20%	42%[activator]	-13%
Pol kappa inh	-2%	-5%	-2%	0%	8%	-2%	8%	3%
BLM inh	-4%	-3%	0%	x	-7%	-5%	3%	1%

9	CC(C)=CCCC(C)CN1CCC(n2nccc2NC(=O)C2CCCC2)CC1 (stereo not given)
10	O=C(Nc1ccc(Cl)c(Cl)c1)N1CCSCC1
11	O=C(N/N=C/c1ccc2ncccc2c1)c1ccco1
12	COc1ccc(Oc2nc3c(c(=O)n(C)c(=O)n3C)n2C)cc1
13	CCc1nnc(SCC(=O)NC2CCCCC2)nc1CC
14	Cc1ccc(C(c2sc3nc(C)nn3c2O)N2CCN(c3ccccc3)CC2)cc1 (stereo not given)
15	Cc1ccc(OCC(=O)NCC(c2ccc(Cl)cc2)N2CCOCC2)cc1C (stereo not given)
16	C/C(CC(=O)Nc1cccc(Cl)c1C)=N\NC(=O)Cc1csc(N)n1

Assay by compound	9	10	11	12	13	14	15	16
12-LOX inh	0%	u	-25%	0%	0%	6%	-7%	3%
POLB inh	19%	16%	-2%	29%	3%	0%	1%	2%
TRHR agonist	-0.2	2.3	1.0	0.4	0.8	-0.3	0.6	-0.1
APE1 inh	20%	-6%	8%	1%	18%	-4%	x	-9%
Pol iota inh	21%	12%	60%[activator]	13%	11%	6%	27%	14%
ERG-DNA inh	-3%	-3%	-3%	-5%	-3%	0%	-2%	-2%
Apoferritin bind	-18%	-17%	-3%	-12%	6%	-11%	-7%	-13%
Pol kappa inh	-7%	0%	4%	3%	-4%	-5%	-11%	4%
BLM inh	-6%	0%	3%	-1%	1%	-4%	-1%	-2%

17	CCc1ccc(CN(C)C(=O)c2cc(COc3ccc(-n4cncn4)cc3)on2)cc1
18	CC(C)(C)NC(=O)CSc1nnc(NC(=O)CCc2ccccc2)s1
19	CC(NC(=O)Cc1ccccc1)c1ccc(F)cc1 (stereo not given)
20	COc1ccc(CNC(=O)N2CCN(c3ccc(F)cc3)CC2)cc1
21	CCOC(=O)C1CCN(CC(O)COCc2cccs2)CC1 (stereo not given)
22	CCOc1ccc(-c2cccc(NS(=O)(=O)c3ccccc3C(F)(F)F)c2)nn1
23	COc1ccc(-c2nc(SC(C)C(=O)NC3CC3)n[nH]2)cc1 (stereo not given)
24	CCc1cccc(CC)c1NC(=O)COC(=O)c1cccc(S(=O)(=O)N2CCc3ccccc3C2)c1

Assay by compound	17	18	19	20	21	22	23	24
12-LOX inh	34%[activator]	-24%	-10%	-8%	-2%	-13%	12%	-16%
POLB inh	-19%	15%	0%	20%	-25%	-4%	x	3%
TRHR agonist	0.5	0.2	-0.1	-0.3	-0.7	-0.6	0.3	0.3
APE1 inh	-9%	1%	9%	44%	-5%	x	-2%	-9%
Pol iota inh	2%	19%	150%[activator]	120%[activator]	47%[activator]	5%	20%	-16%
ERG-DNA inh	-6%	4%	-1%	5%	-8%	4%	3%	-7%
Apoferritin bind	-9%	-15%	-12%	1%	-8%	u	x	3%
Pol kappa inh	-15%	-13%	-7%	2%	0%	0%[60.1 µM]	-6%	-5%
BLM inh	-7%	-4%	5%	0%	1%	-1%	x	-8%

# Arranged by heavy-atom count (low to high): some entries from above
23	COc1ccc(-c2nc(SC(C)C(=O)NC3CC3)n[nH]2)cc1 (stereo not given)
20	COc1ccc(CNC(=O)N2CCN(c3ccc(F)cc3)CC2)cc1
22	CCOc1ccc(-c2cccc(NS(=O)(=O)c3ccccc3C(F)(F)F)c2)nn1
24	CCc1cccc(CC)c1NC(=O)COC(=O)c1cccc(S(=O)(=O)N2CCc3ccccc3C2)c1

Assay by compound	23	20	22	24
12-LOX inh	12%	-8%	-13%	-16%
POLB inh	x	20%	-4%	3%
TRHR agonist	0.3	-0.3	-0.6	0.3
APE1 inh	-2%	44%	x	-9%
Pol iota inh	20%	120%[activator]	5%	-16%
ERG-DNA inh	3%	5%	4%	-7%
Apoferritin bind	x	1%	u	3%
Pol kappa inh	-6%	2%	0%[60.1 µM]	-5%
BLM inh	x	0%	-1%	-8%

# 2 entries drawn at random from those above:
18	CC(C)(C)NC(=O)CSc1nnc(NC(=O)CCc2ccccc2)s1
13	CCc1nnc(SCC(=O)NC2CCCCC2)nc1CC

Assay by compound	18	13
12-LOX inh	-24%	0%
POLB inh	15%	3%
TRHR agonist	0.2	0.8
APE1 inh	1%	18%
Pol iota inh	19%	11%
ERG-DNA inh	4%	-3%
Apoferritin bind	-15%	6%
Pol kappa inh	-13%	-4%
BLM inh	-4%	1%

# (cont.)
25	O=C(NCc1ccccn1)Nc1ccc2c(c1)OCO2
26	CC(=O)Nc1ccc2c(c1)c1ccccc1n2C(C)=O
27	CN(C)CCCNc1ccc(-c2n[nH]c(=O)c3ccccc23)cc1[N+](=O)[O-]
28	COc1ccc(/C=N/NC(=O)Cn2cnc3ccccc3c2=O)cc1
29	COc1ccc(CNS(=O)(=O)c2ccc(S(=O)(=O)N3CCCCC3)cc2)cc1
30	Cn1c(CSCc2ccc(F)cc2)n[nH]c1=S
31	Cc1cc2ccccn2c1C(=O)c1ccncc1
32	O=C1OC(Nc2cc(Br)cc3cccnc23)c2ccccc21 (stereo not given)

Assay by compound	25	26	27	28	29	30	31	32
12-LOX inh	0%	-26%	-10%	31%[activator]	1%	u	0%	u
POLB inh	2%	24%	14%	20%	9%	-2%	-1%	1%
TRHR agonist	0.4	-0.3	-2.9	0.3	0.2	0.4	-1.4	0.8
APE1 inh	17%	u	43%[activator]	13%	-4%	-16%	21%	1%
Pol iota inh	8%	9%	-14%	24%	1%	32%	41%[activator]	42%[activator]
ERG-DNA inh	-7%	-6%	-21%	-5%	x	9%	x	-2%
Apoferritin bind	5%	-6%	u	u	u	-15%	-14%	-12%
Pol kappa inh	-7%	-8%	-3%	-6%	-5%	-4%	1%	-25%
BLM inh	-1%	-2%	-3%	1%	0%	-2%	-2%	22µM*

33	Cc1cccc(NC(=O)CCCc2ccccc2)c1
34	Cc1ccc(Nc2nc(CSc3nnc(-c4ccncc4)n3C)cs2)cc1
35	C=C1CCN(C(CC(C)C)C(=O)N2CCOCC2)S(=O)(=O)c2ccccc21 (stereo not given)
36	O=C(Cn1nc(C(F)F)cc1C1CC1)N1CCCC1
37	COc1ccc(NC(=O)c2cc(S(=O)(=O)N3CCS(=O)(=O)CC3)ccc2Cl)cc1
38	COc1ccc2[nH]c(C(=O)Nc3cccc(C)n3)cc2c1
39	COC(=O)c1ccc2nc(NC(=O)C(C)(C)C)sc2c1
40	O=C(CSc1ncnc2ccccc12)NC1CCS(=O)(=O)C1 (stereo not given)

Assay by compound	33	34	35	36	37	38	39	40
12-LOX inh	20%	3%	x	-1%	218%[activator]	-11%	3%	353%&35%[activator]
POLB inh	u	1%[57.1 µM]	x	24%	26%	31%	2%	x
TRHR agonist	-0.3	-1.4	x	0.3	-0.2	0.4	-0.1	x
APE1 inh	7%	-4%	3%	51%[activator]	1%	u	-7%	17%
Pol iota inh	11%	28%	-20%	10%	16%	26%	72%[activator]	-7%
ERG-DNA inh	0%	-8%	x	6%	-5%	-2%	10%	x
Apoferritin bind	u	-24%	-1%	5%	-6%	-9%	-16%	x
Pol kappa inh	-2%	-2%	-13%	0%	-1%	-18%	-4%	1%
BLM inh	-4%	0%	-13%	-2%	1%	-4%	-2%	x

41	O=C(NNC(=O)c1cc2cc(OC(F)(F)F)ccc2[nH]1)c1cccc(C(F)(F)F)c1
42	Cc1ccc(CCNC(=O)CCCn2c(=O)c3ccccc3n(Cc3ccccc3C#N)c2=O)cc1
43	CCc1ccc(NC(=O)Cn2c(=O)oc3cc(S(=O)(=O)N4CCCCCC4)ccc32)cc1
44	OC1CCCN(CC(O)COC(c2ccccc2)c2ccccc2)C1 (stereo not given)

Assay by compound	41	42	43	44
12-LOX inh	50%[activator]	-20%	u	u
POLB inh	-29%	0%	11%	-4%
TRHR agonist	-0.4	-0.4	-0.4	0.1
APE1 inh	-5%	x	x	3%
Pol iota inh	13%	8%	-11%	54%[activator]
ERG-DNA inh	8%	2%	15%	-2%
Apoferritin bind	-20%	-9%	-16%	-5%
Pol kappa inh	-15%	-8%	-4%	4%
BLM inh	-2%	-3%	-6%	0%

# Not all compounds are listed; rates above refer to the full screens.
